Bioassay records as filed in PubChem.
DAX1 inh-1 – blocks DAX1 repression of SF-1 activated StAR promoter. HEK293T StAR-luciferase reporter, SF-1/DAX-1 repression relief. inhibition, % at 6.8 µM. 370,000 tested, 1.1% active. AID 652010;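 active = inhibition above the mean over all tested compounds plus 3 SD, cut at about 3.6% in these data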;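 also: 0% = DAX-1 cells with DMSO and 100% = cells lacking DAX-1 with DMSO; higher inhibition means more luminescence from relief of DAX-1 repression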
DAX1 inh-2 – inhibits human nuclear receptor DAX1 | HEK293 Gal4-DAX1 luciferase reporter, luminescence | inhibition, % at 6.75 µM | 340,000 tested, 0.99% active | AID 504766;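 active = inhibition above the mean over all tested compounds plus 3 SD, cut at about 4.2% in these data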;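 also: 0% = DAX1-transfected cells with DMSO and 100% = empty-vector control cells with DMSO; inhibition shows as a rise in luminescence from relieved DAX1 repression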
ssDAF12 agonist – activators of S. stercoralis DAF-12 nuclear receptor; HEK293 ssDAF-12/GRIP1 lit1-tk-luc reporter, luminescence; % of 3 µM dafachronic acid response; activation, % at 6.8 µM; 370,000 tested, 1% active; AID 652126;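 active = activation above the mean over all tested compounds plus 3 SD, cut at about 0.9% in these data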;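 also: 0% = DMSO-only wells and 100% = 3 µM delta7-dafachronic acid wells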
PG9 binder – PG9 antibody binding by small molecule; AID 624416; TR-FRET gp120-PG9 antibody binding; 360,000 tested, 0.43% active; inhibition, % at 6.7 µM; in the data active = inhibition above about 8.5%
hgDAF-12 ag – hgDAF-12 agonism, primary luciferase screen | activation, % at 6.8 µM | AID 687014 | 370,000 tested, 1.8% active | HEK293 GAL4-hgDAF12 UAS-luciferase reporter, agonist luminescence; normalized to butyrate control;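 active = activation above a cutoff set at the mean of all screened compounds plus 3 SD, cut at about 10% in these data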;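 also: 0% = DMSO wells and 100% = sodium butyrate wells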
SMARCA2 act – activators of SMARCA2 function. MG213 cells, MMTV-luciferase reporter, dexamethasone, overnight. activation, % at 9.1 µM. 370,000 tested, 1% active; in the data active = activation above about 7.8%;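 also: 0% = vehicle wells and 100% = reference activator wells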
PLC-beta3 inh – blocks human PLC-beta3 enzyme activity. Q01970. Purified PLC-beta3, fluorogenic substrate, fluorescence. inhibition, % at 12.2 µM. 370,000 tested, 0.18% active. AID 720704; in the data active = inhibition above about 11%;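 also: 0% = median of compound wells on plate and 100% = full blocker control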
Target sequence (Q01970 whole entry, looked up): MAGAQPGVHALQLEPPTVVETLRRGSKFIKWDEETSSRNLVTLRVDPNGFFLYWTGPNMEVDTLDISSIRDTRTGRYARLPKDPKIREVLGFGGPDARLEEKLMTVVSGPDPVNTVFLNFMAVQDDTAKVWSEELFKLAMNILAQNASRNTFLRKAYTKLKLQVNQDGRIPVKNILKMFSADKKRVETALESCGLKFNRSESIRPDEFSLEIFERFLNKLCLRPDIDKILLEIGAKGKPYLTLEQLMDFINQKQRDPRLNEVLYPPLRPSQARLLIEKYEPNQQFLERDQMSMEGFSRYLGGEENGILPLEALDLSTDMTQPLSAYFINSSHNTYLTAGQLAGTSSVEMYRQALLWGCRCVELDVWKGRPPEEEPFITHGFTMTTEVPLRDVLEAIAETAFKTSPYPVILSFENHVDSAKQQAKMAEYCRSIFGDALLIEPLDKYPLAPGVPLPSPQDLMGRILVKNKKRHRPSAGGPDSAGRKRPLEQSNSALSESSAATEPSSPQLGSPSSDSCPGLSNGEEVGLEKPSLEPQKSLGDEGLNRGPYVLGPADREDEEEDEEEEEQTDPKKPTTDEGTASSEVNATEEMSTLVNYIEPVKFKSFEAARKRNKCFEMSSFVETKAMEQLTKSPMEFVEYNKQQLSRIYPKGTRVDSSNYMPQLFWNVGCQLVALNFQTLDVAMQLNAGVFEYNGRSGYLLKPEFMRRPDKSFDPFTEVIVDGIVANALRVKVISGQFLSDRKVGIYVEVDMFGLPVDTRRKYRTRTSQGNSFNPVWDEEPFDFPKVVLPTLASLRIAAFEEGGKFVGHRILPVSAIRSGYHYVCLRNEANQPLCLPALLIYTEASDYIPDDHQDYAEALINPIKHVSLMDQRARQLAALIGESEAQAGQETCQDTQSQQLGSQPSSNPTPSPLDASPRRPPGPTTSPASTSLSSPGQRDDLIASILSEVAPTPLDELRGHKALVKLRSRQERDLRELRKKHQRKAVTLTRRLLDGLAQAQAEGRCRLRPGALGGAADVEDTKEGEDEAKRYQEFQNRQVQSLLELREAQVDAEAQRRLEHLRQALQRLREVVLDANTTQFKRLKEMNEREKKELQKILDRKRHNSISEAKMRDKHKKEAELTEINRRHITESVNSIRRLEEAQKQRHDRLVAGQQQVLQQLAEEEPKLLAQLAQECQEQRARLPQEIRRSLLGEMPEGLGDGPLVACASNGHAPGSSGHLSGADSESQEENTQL
NR1D1 modulator – modulates human Rev-erb alpha binding to DNA; P20393; Rev-erbα–FITC-DNA binding, fluorescence polarization, 90 min; activity, % at 10 µM; 370,000 tested, 0.79% active; AID 1259318;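 active = activity above about 14%, limit read from the data; passing the limit was not always enough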;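 also: 0% = DMSO wells with 35 nM protein and 100% = DMSO wells with 750 nM protein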
HGIII-sPLA2 inh – Inhibits HGIII-sPLA2 liposome hydrolysis, primary screen. Q9NZ20. QFRET BODIPY PC-A2 liposome hydrolysis, fluorescence. inhibition, % at 12.2 µM. 370,000 tested, 0.56% active;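 active = inhibition above mean plus 3 SD of compounds lying within the high and low control bounds, cut at about 19% in these data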;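 also: 0% = median of test compound wells and 100% = no enzyme DMSO wells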
FXN GAA850 act – increases GAA850 frataxin promoter reporter activity | AID 540364 | 360,000 tested, 0.56% active | HEK293 lucGAA850 FXN promoter luciferase reporter, 24 h; percent of 10 µM SAHA response | activation, % at 6 µM;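 active = activation above the average of all compounds screened plus 3 SD, cutoff fixed separately per campaign, cut at about 7.5% in these data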;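 also: 0% = DMSO wells and 100% = 10 µM SAHA wells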
hcDAF12 agonist – H. contortus DAF-12 activation, primary screen | 370,000 tested, 1.4% active | HEK293 hcDAF-12 lit1-tk-luc reporter, luminescence; 0% DMSO, 100% Δ7-dafachronic acid | activation, % at 6.8 µM;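 active = activation above the mean of all tested compounds plus 3 SD, cut at about 5.5% in these data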;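 also: 100% = response to 3 µM Δ7-dafachronic acid high control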
Numbers without * were called inactive; . = not tested or not shown.

No.	SMILES	DAX1 inh-1	DAX1 inh-2	ssDAF12 agonist	PG9 binder	hgDAF-12 ag	SMARCA2 act	PLC-beta3 inh	NR1D1 modulator	HGIII-sPLA2 inh	FXN GAA850 act	hcDAF12 agonist
1	CS(=O)(=O)c1ccc2nc(NC3(C(F)(F)F)N=C4SCCN4C3=O)sc2c1 (centres undefined)	0.3	0.5	-0.4	-1.8	1.0	-2.6	-3.0	2.5	9.8	0.8	-0.3
2	O=C1OC(N2C(=O)CC[C@H]2C(=O)Nc2cccc(F)c2)c2ccccc21 (some centres undefined)	1.5	1.9	-0.2	1.6	1.2	0.2	2.6	-5.9	-0.1	0.8	0.9
3	COC1=CC(=O)C(OC)=C(OC)C1=O	-3.5	-5.9	-0.7	-1.1	-5.5	-7.2	-0.4	0.4	2.8	-15.6	0.8
4	COc1ccc(-n2ccnc2SCC(=O)NCc2ccccc2)c(OC)c1	-0.5	0.6	-0.6	-2.0	-1.0	6.8	-6.3	-3.0	-1.0	-1.1	-2.0
5	COc1ccc(CCNC(=O)C2CCN(C(=O)c3ccc(Br)cc3)CC2)cc1	-0.6	-1.2	-1.4	-0.8	-2.1	-1.0	-6.5	-4.8	3.4	-1.4	-0.7
6	O=C(NCCCCNC(=O)c1ccc(F)cc1)c1ccc(F)cc1	0.1	0.5	-1.9	2.6	-1.6	-0.9	-5.1	2.2	-2.3	-0.6	-2.7
7	CN(C)CCN[C@H]1CCC2C3CC=C4C[C@@H](O)CC[C@]4(C)C3CC[C@@]21C (some centres undefined)	-0.1	2.4	-0.9	0.5	-0.7	6.0	2.6	-3.0	1.5	-1.0	1.6
8	O=C(NN=Cc1ccccc1O)NN=Cc1ccccc1O	-4.1	-3.4	-1.1	2.5	-6.9	-5.0	-5.7	1.2	5.4	-7.3	-2.0
9	CCC(C)NC(=O)C1CCN(S(=O)(=O)CC)CC1 (centres undefined)	1.1	0.4	-0.5	-1.1	0.2	-0.8	2.4	-6.8	-3.7	-0.3	2.2
10	COc1ccc2c(c1)C(C)CC(C)(C)N2C(=O)CSc1ncn[nH]1 (centres undefined)	-0.6	-0.3	-1.6	15.7*	-1.8	0.9	-1.5	-7.2	-21.0	2.1	-1.7
11	Cc1cccc(N(C(=O)c2snc(C(N)=O)c2N)C(C(=O)NCC2CCCO2)c2c[nH]c3ccccc23)c1 (centres undefined)	-0.3	-0.6	-1.0	-1.3	1.5	-1.9	-22.7	7.0	-34.5	1.1	-0.1
12	O=C1C=C(c2ccc(Oc3ccccc3)cc2)C[C@@H](c2ccc(F)cc2)C1	-0.5	0.0	-1.4	0.3	1.3	-0.5	-5.0	2.6	4.0	1.4	-1.5

Only DAX1 inh-2 (2 entries from above):
no.	structure	DAX1 inh-2
1	CS(=O)(=O)c1ccc2nc(NC3(C(F)(F)F)N=C4SCCN4C3=O)sc2c1 (centres undefined)	0.5
2	O=C1OC(N2C(=O)CC[C@H]2C(=O)Nc2cccc(F)c2)c2ccccc21 (some centres undefined)	1.9

(more compounds)
No.	SMILES	DAX1 inh-1	DAX1 inh-2	ssDAF12 agonist	PG9 binder	hgDAF-12 ag	SMARCA2 act	PLC-beta3 inh	NR1D1 modulator	HGIII-sPLA2 inh	FXN GAA850 act	hcDAF12 agonist
13	CCOc1ncccc1C(=O)OCC(=O)NCCCc1ccccc1	1.1	1.2	-1.2	-0.5	-0.9	-2.5	-5.3	-9.1	-5.6	3.1	0.7
14	O=C(NC(=S)Nc1ccccc1N1CCOCC1)c1ccc(Br)cc1	-1.7	0.2	-1.5	-1.3	2.2	-2.2	-3.5	-2.5	11.2	2.7	-1.4
15	O=C(Cc1cccc([N+](=O)[O-])c1)Nc1ccc(C(=O)N2CCOCC2)cc1	-0.5	0.2	-1.8	1.5	-0.1	0.8	4.5	0.9	1.9	-1.9	0.9
16	COC(=O)C[C@@H]1CC[C@@H](NC(=O)NC2CCCC2)[C@@H](CO)O1	0.8	.	-0.6	-0.6	-1.0	-2.2	-1.9	-2.9	8.2	.	-0.5
17	CCOc1cc(/C=N/NC(=O)c2cc(-c3cccc(OC)c3)nc3ccccc23)ccc1O	-1.0	.	-1.6	-2.1	0.0	-1.0	-10.7	2.1	-4.9	-1.4	-0.6
18	FC(F)(F)c1cccc(-c2ccc(-c3csnn3)o2)c1	0.4	-1.2	0.0	-2.4	0.9	-0.1	0.0	8.2	2.3	2.3	-1.3
19	CCC(=O)N1CCc2cc(Br)cc(S(=O)(=O)N3CCCCCC3)c21	-0.4	0.1	-1.4	-1.0	-0.6	3.6	0.5	2.2	-0.9	3.5	-1.4
20	C[C@H]1CN([C@@H](C)CO)C(=O)CCCn2nncc2CO[C@@H]1CN(C)S(=O)(=O)c1ccc(Oc2ccccc2)nc1	0.2	-0.1	-1.7	-0.2	-0.5	-0.3	0.4	-1.7	6.8	-0.8	-0.8
21	O=c1[nH]c(CSc2ccccn2)nc2c1cnn2-c1ccccc1	0.2	-0.6	-1.6	-2.8	7.0	2.3	-1.6	-7.3	-16.9	1.0	-0.7
22	O=C(CSc1ncnc2c1oc1ccccc12)Nc1nc2ccccc2s1	-1.0	0.7	-1.4	-4.5	0.3	-5.1	8.4	5.0	-2.5	-0.6	2.0
23	CCCc1nnc(NC(=O)CCC(=O)N2CCN(C3c4ccccc4-c4ccccc43)CC2)s1	-0.2	-0.7	-0.3	-2.2	-0.1	-2.7	3.4	5.8	-1.2	2.1	1.2
24	CCCCc1ccc(NC(=O)NCc2ccccn2)cc1	0.1	0.2	-0.8	-0.3	0.4	-1.3	-6.5	-4.1	-2.3	0.5	3.7

Remaining list, next part.
No.	SMILES	DAX1 inh-1	DAX1 inh-2	ssDAF12 agonist	PG9 binder	hgDAF-12 ag	SMARCA2 act	PLC-beta3 inh	NR1D1 modulator	HGIII-sPLA2 inh	FXN GAA850 act	hcDAF12 agonist
25	CC(C)[C@H](NC(=O)c1ccccc1F)C(=O)Nc1ccc2c(c1)OCO2	3.2	1.4	-1.2	1.1	0.6	1.2	-9.6	-3.5	-2.8	0.2	-1.8
26	O=C(CSc1ncnc2c1oc1ccccc12)Nc1cccc(F)c1	0.5	-0.9	-1.4	68.6*	-0.4	-2.4	0.1	343.4*	2.9	-0.7	0.8
27	COc1ccc(C(=O)N/C(=C\c2ccccc2)C(=O)NC(CC(C)C)C(=O)O)cc1 (centres undefined)	-0.5	-0.2	-2.2	0.3	-1.3	-4.8	-0.5	0.6	11.3	0.4	-1.0
28	COc1ccc(C(CNC(=O)c2cccc(S(=O)(=O)N3CCOCC3)c2)N2CCOCC2)cc1 (centres undefined)	1.0	0.0	-1.1	-0.9	0.3	5.6	6.0	2.6	2.1	-0.3	1.4
29	N#CC(C(=O)OC1CCCCC1)c1nc2ccccc2nc1N1CCCCC1 (centres undefined)	-0.8	.	-1.3	-2.1	-1.9	1.9	-3.2	3.8	2.8	.	-0.9
30	O=C1NC[C@@H](CCCCN2C[C@H](Cc3ccccc3)N(CCc3ccc(O)cc3)C(=O)C2=O)N(CCc2ccccc2)C1=O	0.5	.	-0.8	0.2	-2.2	-5.1	1.3	2.9	-5.8	.	-0.3
31	Cc1c(NC(=O)CSc2nnnn2-c2ccc(C(=O)O)cc2)c(=O)n(-c2ccccc2)n1C	0.0	1.1	-1.8	-0.8	1.2	-0.2	2.2	-3.4	1.4	-0.7	-0.5
32	CCOc1ccc(CN2CCN(CCCc3ccccc3)C(CCO)C2)cc1 (centres undefined)	-0.2	-0.5	-1.4	-0.9	2.0	-0.8	-2.5	-4.8	-6.5	0.0	-0.2
33	CCOC(=O)C1=C(CSc2nc3c(cc2C#N)CN(C)CC3)OC(N)=C(C#N)C1c1ccc(F)cc1 (centres undefined)	0.2	-0.1	0.2	-1.6	0.0	1.0	-181.3	2.5	-30.0	3.3	2.5
34	CCOc1ccc(/C=N/NC(=O)c2nnn(-c3nonc3N)c2COc2ccc(F)cc2)cc1	-0.4	-0.3	-2.0	-1.9	-0.5	0.4	4.9	-4.2	-1.4	1.6	3.1
35	CCCOC(=O)CN1C(=O)c2ccccc2C1=O	0.1	-0.2	-0.5	0.4	1.9	2.3	2.3	-0.8	-3.9	-2.5	-0.2
36	COc1ccc(C(=O)NNC(=S)NC2CCCCC2)cc1OC	0.3	-0.2	-1.9	-0.5	-1.3	4.6	5.3	0.4	13.8	-3.1	-2.6

The list goes on.
No.	SMILES	DAX1 inh-1	DAX1 inh-2	ssDAF12 agonist	PG9 binder	hgDAF-12 ag	SMARCA2 act	PLC-beta3 inh	NR1D1 modulator	HGIII-sPLA2 inh	FXN GAA850 act	hcDAF12 agonist
37	CCSc1nnc(CNc2ccc(F)cc2)n1CC1CCCO1 (centres undefined)	-0.4	-1.1	-0.7	-1.6	-1.3	-2.5	-1.7	9.9	-2.9	-2.7	-2.3
38	O=c1c(-c2ccccc2Cl)c[nH]n1-c1ccccc1	-0.1	1.2	-0.6	-3.6	0.4	2.2	4.3	-5.9	-9.6	0.3	-1.5
39	C[C@@H]1C[C@@H]2O[C@H]2/C=C\C=C\C(=O)Cc2c(Cl)c(O)cc(O)c2C(=O)O1	-4.0	-4.2	-2.6	-0.9	-10.6	-6.2	-30.6	3.5	-20.1	-3.2	-5.4
40	COC(=O)N/N=C(\C)c1cccs1	0.1	-1.6	-1.3	0.4	-0.5	-1.0	-2.2	0.7	10.7	-1.1	2.6
41	Cc1csc(NC(=O)c2cc([N+](=O)[O-])cc([N+](=O)[O-])c2)n1	-0.2	-1.2	-0.9	-4.0	-1.2	-0.7	3.2	-5.9	0.1	-0.2	-2.4
42	CCCn1c(SCC(N)=O)nc2c(c1=O)C1(CCCC1)Cc1ccccc1-2	-0.4	-0.7	0.4	-1.0	2.4	-3.0	-6.3	3.3	-2.5	0.9	1.0
43	Cc1ccc(NC2=C(Cl)C(=O)OC2NC(=O)c2ccccc2)cc1 (centres undefined)	-0.4	0.8	-1.5	-1.7	1.6	-3.0	0.0	-1.5	-0.3	0.0	-2.4
44	COc1ccc(S(=O)(=O)NCc2ccncc2)cc1NC(=O)c1ccccc1	-7.5	-2.2	-1.6	1.4	-6.2	-2.6	1.0	-0.9	-8.2	1.9	-3.4
